PAFAH1B3 FP inh: blocks human PAF acetylhydrolase 1B catalytic subunit 3. inhibition, % at 3.39 µM. recombinant PAFAH1B3, FP-rhodamine probe, fluorescence polarization. Q15102. hit rate 0.28% among 340,000;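 active means inhibition above the screen-wide average of all tested compounds plus 3 SD, cut at about 25% in these data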;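 further: 0% = enzyme with DMSO only and 100% = wells lacking PAFAH1B3 protein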
PAD4 inh: inhibitors of human PAD4; Q9UM07; recombinant PAD4, RCA probe fluorescence polarization; inhibition, % at 6.36 µM; hit rate 0.41% among 330,000;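 active means percent inhibition above a cutoff equal to the mean of all tested compounds plus 3 SD, cut at about 15% in these data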;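 further: 0% = PAD4 with RCA probe and DMSO and 100% = probe without PAD4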
PREPL inhibitor: human PREPL enzyme inhibition; Q4J6C6; recombinant PREPL, fluorescence polarization activity-based probe; inhibition, % at 5.96 µM; hit rate 0.68% among 320,000; in the data active means inhibition above about 43%;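 further: 0% = enzyme with DMSO and 100% = wells lacking enzyme; many of its hits are not listed in these tables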
LYPLA2 counter: counter-screen for PME1 inhibitors: inhibitors of human LYPLA2; hit rate 0.38% among 320,000; AID 2177; inhibition, % at 5.9 µM; O95372; recombinant LYPLA2, FP-Rh probe fluorescence polarization;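 active means inhibition above the screen-wide mean plus 3 SD, limit set per campaign, cut at about 26% in these data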;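 further: 0% = LYPLA2 with DMSO and 100% = wells lacking LYPLA2 enzyme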
Target sequence (O95372 whole entry, looked up): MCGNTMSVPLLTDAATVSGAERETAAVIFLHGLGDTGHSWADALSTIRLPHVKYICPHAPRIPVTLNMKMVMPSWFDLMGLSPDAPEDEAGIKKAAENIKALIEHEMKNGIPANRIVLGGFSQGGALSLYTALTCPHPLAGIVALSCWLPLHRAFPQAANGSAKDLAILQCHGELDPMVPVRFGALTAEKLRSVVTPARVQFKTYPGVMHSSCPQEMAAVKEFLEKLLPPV
GSTO1 inh: GSTO1 inhibition, counter-screen for RBBP9 inhibitors; P78417; recombinant GSTO1, activity-based probe fluorescence polarization; inhibition, % at 5.96 µM; hit rate 1.1% among 300,000; AID 1974;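 active means inhibition above the campaign mean inhibition plus 3 SD, cut at about 35% in these data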;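 further: 0% = GSTO1-1 with DMSO and 100% = wells lacking GSTO1-1 enzyme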
Target sequence (P78417 whole entry, looked up): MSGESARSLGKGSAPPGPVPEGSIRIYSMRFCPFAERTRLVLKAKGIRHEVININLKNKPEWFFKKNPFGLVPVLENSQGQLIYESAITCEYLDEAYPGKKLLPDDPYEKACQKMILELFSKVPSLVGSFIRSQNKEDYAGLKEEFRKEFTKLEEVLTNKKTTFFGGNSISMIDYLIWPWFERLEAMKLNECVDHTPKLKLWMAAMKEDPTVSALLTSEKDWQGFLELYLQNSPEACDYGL
LYPLA1 inh: blocks human lysophospholipase 1, a PME1 counter-screen; O75608; recombinant LYPLA1, FP-Rh probe fluorescence polarization; inhibition, % at 5.9 µM; hit rate 0.16% among 320,000;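 active means inhibition above the mean of all tested compounds plus 3 SD, set per campaign, cut at about 14% in these data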;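 further: inhibitors block serine hydrolase probe labeling of LYPLA1 so polarization falls; 0% = enzyme with DMSO and 100% = wells lacking LYPLA1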
Target sequence (O75608 whole entry, looked up): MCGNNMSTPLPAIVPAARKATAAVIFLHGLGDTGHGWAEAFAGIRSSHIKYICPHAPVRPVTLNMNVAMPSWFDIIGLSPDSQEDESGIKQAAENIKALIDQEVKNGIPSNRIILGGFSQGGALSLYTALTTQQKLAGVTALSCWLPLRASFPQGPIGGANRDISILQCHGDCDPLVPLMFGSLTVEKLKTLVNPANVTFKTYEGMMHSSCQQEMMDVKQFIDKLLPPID
EBNA-1 inhibitor: blocks EBNA-1 binding to DNA; EBNA-1 DNA binding, fluorescence polarization; inhibition, % at 14.8 µM; hit rate 0.34% among 300,000; AID 1950; in the data active means inhibition above about 28%
ZTA DNA inh: counter-screen for EBNA-1 inhibitors: inhibitors of Epstein-Barr virus ZTA | P03206 | ZTA-DNA binding, fluorescence polarization | inhibition, % at 11 µM | hit rate 0.15% among 320,000 | AID 2234; in the data active means inhibition above about 33%
Target sequence (P03206 whole entry, looked up): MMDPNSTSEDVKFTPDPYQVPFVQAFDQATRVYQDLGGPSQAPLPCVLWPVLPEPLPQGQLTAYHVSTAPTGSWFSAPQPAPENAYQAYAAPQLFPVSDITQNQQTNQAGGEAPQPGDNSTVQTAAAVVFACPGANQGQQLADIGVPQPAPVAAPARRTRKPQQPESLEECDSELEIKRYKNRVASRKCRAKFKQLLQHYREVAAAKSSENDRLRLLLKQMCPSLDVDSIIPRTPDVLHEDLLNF
PAFAH2 FP inh: inhibitors of human PAFAH2. inhibition, % at 3.39 µM. recombinant PAFAH2, FP-rhodamine activity probe, fluorescence polarization. hit rate 0.99% among 340,000;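 active means inhibition above the mean over all tested compounds plus 3 SD, cut at about 30% in these data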;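 further: inhibitors block probe labeling of enzyme so polarization drops; 0% = enzyme with DMSO and 100% = wells lacking PAFAH2 protein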
The depositor's hits bear a star; / = no result given. These rows are one share of the data. The share of hits here may be higher or lower than overall.

canonical_smiles	PAFAH1B3 FP inh	PAD4 inh	PREPL inhibitor	LYPLA2 counter	GSTO1 inh	LYPLA1 inh	EBNA-1 inhibitor	ZTA DNA inh	PAFAH2 FP inh
O=C(NC(=S)Nc1ccccc1C(=O)O)c1ccc(-c2ccc(Br)cc2)o1	2.1	-0.4	15.0	-1.3	-10.5	-1.5	7.0	-2.8	24.2
CCOc1ccccc1N1CCN(S(=O)(=O)c2ccc(F)c(F)c2)CC1	-5.1	-0.9	-1.9	1.7	0.3	-5.1	3.5	-14.6	6.2
O=C(Nc1ccc(NC(=O)C2CC2)nc1)c1cccc(F)c1	2.8	-1.8	-12.5	6.3	1.3	4.0	-8.6	2.7	5.2
CCC(=O)N1CCc2cc(Br)cc(S(=O)(=O)NCc3ccco3)c21	2.0	-2.8	9.8	2.4	19.4	2.0	1.1	-16.0	-1.7
COc1ccc(OCc2nnc(SCC(=O)NC3CC3)n2C)cc1	-6.5	0.6	3.5	6.7	4.0	-2.9	-4.5	-2.4	3.3
CO/N=C/NC(=O)Cc1cn(-c2ncc(C(F)(F)F)cc2Cl)c2ccccc12	0.9	-1.8	-4.6	-2.1	7.2	-1.2	-3.0	4.1	-13.8
CC1CCCCC1NC(=O)C(C)N1C(=O)c2ccccc2C1=O (stereo not drawn)	1.7	1.8	0.1	4.8	/	3.0	/	-2.3	-6.9
COc1cccc(C=NCC(C)N=Cc2cccc(OC)c2O)c1O (stereo not drawn)	2.6	-4.0	2.6	-3.2	10.8	0.7	5.0	14.9	2.8
NS(=O)(=O)c1cccc(NC(=O)CCCC2CCCCC2)c1	-0.8	-0.8	-5.4	-6.8	0.7	-2.7	-5.0	2.4	10.2
Cc1csc(NC(=O)C2CC(=O)N(Cc3ccco3)C2)n1 (stereo not drawn)	7.9	-3.9	1.5	2.7	4.2	0.2	7.1	-1.8	8.3
CSc1ccc(CNC(=O)c2c(C)noc2C)s1	7.5	-0.2	-8.9	1.0	4.1	-0.5	-6.5	3.7	3.7
O=C1C=C(O)CC(c2ccc(Cl)cc2)C1 (stereo not drawn)	3.8	-5.3	-9.3	7.8	14.3	3.8	-7.4	-11.3	-1.7
O=C(Nc1ncc2c(n1)-c1ccccc1OC2)c1ccc(Cl)cc1	7.8	3.5	-10.8	4.2	-3.0	1.7	20.0	5.5	1.0
c1csc(CN2CCOCC2)c1	4.3	3.5	3.8	-0.1	-1.5	-3.9	-1.1	-1.0	7.5
O=C1CN(C(=O)CN2C(=O)NC(c3ccccc3)(c3ccccc3)C2=O)c2ccccc2N1	4.1	-0.7	-67.7	/	/	/	/	/	-6.7
Cc1cccc(C(=O)N[C@H](C(=O)Nc2ccc(S(=O)(=O)NC3=NCCCCC3)cc2)C(C)C)c1	4.0	-1.8	12.0	10.5	10.8	3.1	0.2	-8.5	4.3
COc1cc(CNCc2ccccn2)ccc1OCc1ccc(Cl)cc1Cl	6.6	0.7	39.0	5.2	-1.5	-0.6	-7.1	14.4	1.8
Cc1cc2occ(CC(=O)NNC(=O)c3ccccc3F)c2cc1C	2.9	-0.7	1.2	4.3	-4.8	1.9	-6.4	-8.1	6.0
O=C(O)CCc1nnc2n(Cc3ccc(F)cc3)c(=O)c3ccccc3n12	2.8	1.2	11.4	3.1	3.1	-1.3	-8.7	-14.3	4.4
Cc1oc2c(c1C(=O)NC(Cc1c[nH]c3ccccc13)C(=O)O)CCCC2 (stereo not drawn)	4.1	-2.1	-3.5	-1.7	8.9	-0.9	-6.9	-3.9	39.2*

Filtered by structure: the compounds so far with four or more nitrogen atoms (five)
canonical_smiles	PAFAH1B3 FP inh	PAD4 inh	PREPL inhibitor	LYPLA2 counter	GSTO1 inh	LYPLA1 inh	EBNA-1 inhibitor	ZTA DNA inh	PAFAH2 FP inh
COc1ccc(OCc2nnc(SCC(=O)NC3CC3)n2C)cc1	-6.5	0.6	3.5	6.7	4.0	-2.9	-4.5	-2.4	3.3
CO/N=C/NC(=O)Cc1cn(-c2ncc(C(F)(F)F)cc2Cl)c2ccccc12	0.9	-1.8	-4.6	-2.1	7.2	-1.2	-3.0	4.1	-13.8
O=C1CN(C(=O)CN2C(=O)NC(c3ccccc3)(c3ccccc3)C2=O)c2ccccc2N1	4.1	-0.7	-67.7	/	/	/	/	/	-6.7
Cc1cccc(C(=O)N[C@H](C(=O)Nc2ccc(S(=O)(=O)NC3=NCCCCC3)cc2)C(C)C)c1	4.0	-1.8	12.0	10.5	10.8	3.1	0.2	-8.5	4.3
O=C(O)CCc1nnc2n(Cc3ccc(F)cc3)c(=O)c3ccccc3n12	2.8	1.2	11.4	3.1	3.1	-1.3	-8.7	-14.3	4.4

Later entries.
canonical_smiles	PAFAH1B3 FP inh	PAD4 inh	PREPL inhibitor	LYPLA2 counter	GSTO1 inh	LYPLA1 inh	EBNA-1 inhibitor	ZTA DNA inh	PAFAH2 FP inh
COc1cccc(/C=C/C(=O)c2ccc3c(c2)OCCO3)c1OC	3.5	-7.6	9.4	5.4	-2.4	-0.5	3.5	-2.3	6.9
Cc1ccccc1CNc1ncnc2cc(Cl)ccc12	5.1	1.0	4.3	-0.9	6.1	-4.6	3.6	7.7	-7.0
COc1cccc(-n2c(Cc3cc(=O)[nH]c(=O)[nH]3)nnc2SCC(=O)N2CCC(C)CC2)c1	2.3	-5.5	14.1	1.2	-3.8	-1.9	-24.8	-4.9	-4.8
O=C(c1ccccc1)C1CCN(C(=O)c2ccco2)CC1	-0.9	-0.8	1.3	-1.5	-1.5	-0.5	-0.6	9.2	-2.6
COc1ccc(NS(=O)(=O)c2ccc3c(c2)[C@H]2C=CC[C@H]2[C@@H](c2ccc(C(=O)O)cc2)N3)cc1	45.9*	-11.8	33.3	-11.3	15.2	-8.5	9.5	35.2*	68.1*
COc1ccc(C(CNC(=O)COc2cc(C)ccc2Cl)N2CCCCC2)cc1 (stereo not drawn)	1.9	-1.8	9.8	4.2	-3.4	-0.9	0.1	2.6	1.4
COc1ccccc1OCc1ccc(C(=O)c2ccccc2)cc1	5.7	2.0	-3.2	-2.7	6.3	2.2	5.5	-0.6	5.4
CN(CC(=O)N1CCN(c2cccc(Cl)c2)CC1)S(=O)(=O)c1cccs1	9.8	-8.8	4.0	9.3	2.6	6.5	-2.8	-19.7	6.2
Fc1ccc(NC(=S)N2CCc3ccccc3C2)c(F)c1	-1.5	-1.8	6.1	7.0	-1.4	1.8	-1.5	-7.1	0.5
Cc1ccc(-c2nnn(CC(=O)N(c3ccccc3F)C(C(=O)NC3CCCC3)c3ccncc3)n2)o1 (stereo not drawn)	9.8	-1.5	-1.2	11.5	4.4	2.6	3.5	-9.4	-3.6
Cc1ccc(-c2nc3ccccc3o2)cc1NC(=S)NC(=O)/C=C/c1ccco1	-7.7	3.7	0.0	-5.2	-2.2	-5.1	0.6	9.1	-6.4
Cc1cc(NC(=O)CSc2nc3c(cc2C#N)CCCC3)no1	-3.6	-3.3	-3.3	-4.5	0.4	-0.2	0.1	8.8	-6.3
O=C(C1CC(=O)N(C2CCCC2)C1)N1CCN(c2ccc(F)cc2)CC1 (stereo not drawn)	3.1	0.3	33.9	2.0	3.0	4.0	-10.8	-14.5	-1.6
Clc1cccc(CN2CCCCCCC2)c1Cl	4.3	-1.7	-1.1	-1.2	3.3	-2.3	3.0	-16.4	-1.8
Cc1ccc(C)c(OC2=NS(=O)(=O)c3ccccc32)c1	6.7	-1.2	-0.8	3.7	3.5	-0.3	-0.3	-7.3	-2.3
CCN(CC)C(=O)CC(c1ccc(OC)cc1)c1c(O)cc(OC)cc1OC (stereo not drawn)	3.0	-6.3	-3.8	-3.1	0.9	2.0	7.5	18.1	-0.3
CSc1nc(-c2ccc(Cl)cc2)nn1S(=O)(=O)c1ccc(Cl)cc1	-0.8	0.3	-9.2	-0.4	1.5	0.6	12.6	2.1	-1.0
Cc1ccc(NC(=O)COC(=O)CCc2nc3ccccc3c(=O)[nH]2)cc1Cl	6.5	0.5	-14.3	2.1	12.9	1.4	5.1	9.3	6.8
COCc1[nH]nc2c1C1(CCC3(CC1)OCCO3)C(C#N)=C(N)O2	0.8	-5.5	12.9	-5.1	8.3	0.0	-16.2	-10.0	-10.6
COc1ccccc1NS(=O)(=O)c1cccc(NC(=O)c2ccc3ccccc3n2)c1	-12.8	-2.0	-13.3	-38.0	-25.0	-22.4	7.5	-1.9	-13.5
CCN(CC)S(=O)(=O)c1cc(NC(=O)Cn2ncc(Cl)c(Cl)c2=O)ccc1C	-21.6	-10.6	2.8	-5.9	4.4	-3.6	4.0	-0.6	4.4
Cc1cc(NC(=O)C(C)SCC(=O)Nc2ccc(Br)cc2Br)no1 (stereo not drawn)	-4.8	0.6	-2.2	3.8	31.3	0.8	0.9	-3.1	1.0
O=S(=O)(NC1CCCCC1Nc1ccc(Cl)cc1)c1ccccc1 (stereo not drawn)	1.1	-2.2	7.2	2.2	3.9	-2.9	1.6	-13.2	8.1
Cc1ccc(C)c(NC(=O)CCc2nnc3ccc(N4CCCC4)nn23)c1	8.3	2.0	-1.8	2.0	-2.2	0.3	8.5	5.2	7.7
COc1ccc(C(=O)NCCCN2CCOCC2)cc1Br	7.9	5.4	13.0	-6.5	-7.2	-3.9	-8.8	4.4	0.6
Cc1cc(C)c2nc(C(F)(F)F)nc(N3CCN(C(=O)c4ccco4)CC3)c2c1	11.2	-0.6	14.0	-4.2	-0.1	-5.0	-5.6	-5.1	-4.6
CN(C1(C)CCS(=O)(=O)C1)S(=O)(=O)c1ccc(F)cc1 (stereo not drawn)	2.4	2.2	0.9	7.8	7.0	3.1	17.6	5.9	5.2
CCOC(=O)CSc1nc(=O)n2cccc(C)c2n1	/	-7.1	-5.9	3.1	1.6	1.2	-6.9	-7.2	/
CC1(C)C(CC2OCC(CN3CCCCC3)O2)[C@H]2CC[C@@H]1C2 (stereo partly drawn)	3.5	-0.2	-1.7	1.0	3.1	-0.1	-5.7	-2.8	0.7
CC(C)C(NC(=O)c1ccccc1F)C(=O)NCc1ccc(F)cc1 (stereo not drawn)	3.1	2.8	0.4	-2.5	6.9	3.2	9.3	6.5	-4.7
O=C(N/N=C/c1cccc(F)c1)c1ccc(Cl)cc1	11.2	-0.8	11.2	4.9	4.5	-1.1	-0.5	-7.3	-2.1
Cc1ccc(S(=O)(=O)N(CC(=O)N2CCOCC2)C2CCCCC2)cc1	7.6	-1.7	-5.6	-1.8	-1.6	-2.5	5.5	6.1	-8.2
Clc1ccc(N2CCN(Cc3c[nH]c4ncccc34)CC2)cc1	-0.2	1.5	-20.5	5.0	2.8	-0.9	6.5	-17.3	2.0
O=C(CCN1C(=O)C2CCCCC2C1=O)Nc1cc(F)ccc1F (stereo not drawn)	1.8	-2.5	9.0	-4.4	2.7	-2.2	-14.3	9.8	-5.3

Assay outcomes as filed in PubChem.
